# High-throughput results as filed in PubChem.
# IkB signaling: suppresses IkB signaling in ABC-DLBCL reporter cells; Potency, µM (top dose mostly 57.1 µM), for the others: at the highest dose IkBa stabilization activation; hit rate 0.04% among 110,000; ABC-DLBCL IkBa-CBG/CBR dual luciferase ratio, 4 h; response scale: scaled: untreated 0%, proteasome inhibitor 100%; active = well fitted curve in the direction sought with a large enough effect in the signal ratio, not every such curve was filed as active; inconclusive = small, poorly fitted or top-dose-only effect, or a change in a side signal; the % refers to the signal ratio;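 also: the direction sought is a rising ratio; 0% = basal untreated cells and 100% = reference inhibitor full response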
#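 Luminescence ratio of IκBα-fused green versus native red beetle luciferase in OCI-Ly3 cells, 4 h post-doxycycline with compound; red signal alone, scaled from basal (0%) to zero light (-100%), flagged nonspecific or cytotoxic effects.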
# p53ts 39C kill: cytotoxicity in p53ts cells at nonpermissive temperature; H1299-p53A138V viability at 39C, ATP luminescence, 24 h; Potency, µM (doses to about 46.1 µM), inactives show at the highest dose activity change, negative = cell killing, most hits filed as cytotoxic; hit rate 1.5% among 130,000; also: nearly all actives have a fitted effect of over 55% in size
# p53ts 32C tox: p53ts cell cytotoxicity, permissive temperature; hit rate 0.93% among 130,000; Potency, µM (top dose mostly 46.1 µM), inactives show top-dose activity change, negative = cytotoxicity, hits mostly cytotoxic; H1299-p53A138V at 32C, ATP luminescence viability, 24 h;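 also: 0% = DMSO and -100% = full killing by reference compound; nearly all actives have a fitted effect of over 55% in size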
#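 Viability by ATPlite luminescence after 24 h compound treatment (up to 46 uM) at the permissive 32C. Cells are H1299 carrying p53 A138V. Scale runs from DMSO basal to 100 uM tamoxifen as full kill; AC50 from Hill fits.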
# Imprint erasure: inducers of genomic imprint erasure in mouse ES cells; mouse ES Peg3-LacZ reporter, beta-gal luminescence, 40 h; Potency, µM (series often up to 60.7 µM), for the others: top-dose activity change, positive = activation, usual class: activators; hit rate 0.02% among 110,000; AID 1948;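 also: 0% = negative control wells on the plate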
#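 Readout: BetaGlo luminescence (5 min, room temp) for LacZ from the normally silent maternal Peg3 allele in female Peg3LacZ-Neo ES cells. Cells 300/well, 40 h, 37C, 5% CO2. Data normalized per plate to negative controls.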
# Starred values were filed as active, the others as inactive; ? = inconclusive; · = no result given; [ ] = remark or other dose. Unless noted, calls follow the shape of the dose curve; as a rule, active = well fitted curve in the direction sought with a large enough effect; inconclusive = small, poorly fitted or top-dose-only effect, or another doubt; inactive = no such curve, though single readings can be large; an effect the other way counts as inactive or inconclusive. Unless noted, % is scaled to controls: 0 for no effect and ±100 for the full control effect; potency is read from the fitted curve at half-maximal effect.
SMILES,IkB signaling,p53ts 39C kill,p53ts 32C tox,Imprint erasure
O=C(Cn1cnc2scc(-c3ccccc3)c2c1=O)N1CCOCC1,0.1%,3%,26%,-1%
CCc1cccc(C)c1NC(=O)c1cc2ccccc2o1,2.4%,-13%,8%,-10%[10.9 µM]
CCCCN(C)C(=O)c1ccc2c(c1)N(Cc1ccc(F)cc1)C(=O)c1ccccc1S2(=O)=O,0.7%,3%,12%,-10%[10.9 µM]
COc1ccccc1CC(=O)Nc1ccc(OC)c(OC)c1,3.1%,-5%,0%,-12%
CCCc1nc2ccccc2c(=O)n1/N=C/c1ccc(O)cc1,3.5%,-7%,12%,-13%
Cc1nn(C(=O)c2ccc(Br)cc2)c(C)c1S(=O)(=O)N1CCOCC1,1.4%,6%,-4%,7%[10.9 µM]
CCOc1ccc(NC(=O)CN(c2ccc(OC)cc2)S(C)(=O)=O)cc1,-0.7%,-6%,-1%,-6%
CC(=O)N(Cc1cc(=O)[nH]c2ccccc12)c1ccccc1,1.1%,4%,12%,4%
CC(=O)Nc1c(C)nn(-c2ccccc2)c1N1CCC(C(=O)Nc2cccc(C(F)(F)F)c2)CC1,?,-17%,-4%,18%[10.9 µM]
COc1ccccc1C(=O)Nc1nnc(SCc2cc(=O)n3ccc(C)cc3n2)s1,1.6%,-6%,5%,2%[10.9 µM]
COc1ccc(OC)c(NC2c3ccccc3C(=O)N2Cc2ccc3c(c2)OCO3)c1 (stereo unspecified),2.8%,13%,7%,-18%
O=c1c2sc3ccccc3c2n(Cc2cccc(C(F)(F)F)c2)c(=O)n1Cc1ccc(F)cc1,-0.4%,?,-24%,-11%[10.9 µM]
COc1ccc(-c2noc(COc3ccc(C)c(C)c3)n2)cc1OC,7.9%,-5%,1%,-17%
Cc1nn(Cc2c(Cl)cccc2Cl)c(C)c1N,·,4%,-1%,·
C[C@H](O)CO[C@H]1[C@H]2O[C@H]3[C@H](O)[C@@H](O)[C@@H](O[C@H]4[C@H](O)[C@@H](O)[C@@H](O[C@H]5[C@H](O)[C@@H](O)[C@@H](O[C@H]6[C@H](O)[C@@H](OC[C@H](C)O)[C@@H](O[C@H]7[C@H](O)[C@@H](OC[C@H](C)O)[C@@H](O[C@H]8[C@H](O)[C@@H](O)[C@@H](O[C@@H]([C@@H]1O)[C@@H](CO)O2)O[C@@H]8CO)O[C@@H]7CO)O[C@@H]6CO)O[C@@H]5CO)O[C@@H]4CO)O[C@@H]3CO,-0.1%,-2%,-3%,-1%
COc1cccc(C2CC(c3cccs3)Nc3ncnn32)c1 (stereo unspecified),1.2%,-1%,-4%,-20%
CCc1ccc(OCC(=O)N(C)CCC#N)c(Br)c1,-0.1%,3%,-6%,-2%
O=C(O)CCc1ccc(-c2ccc(F)cc2)n1NC(=O)c1ccco1,-0.2%,10%,-6%,-31%[inhibitor]
CC(=O)C1C(=O)CC(C)(O)C(C(C)=O)C1c1ccc(N(C)C)cc1 (stereo unspecified),0.7%,2%,0%,-23%
CCOC(=O)C1=C(CS(=O)(=O)c2ccc(C)cc2)NC(=O)NC1c1ccc(C(C)C)cc1 (stereo unspecified),?,?,-21%,-3%[10.9 µM]
CCn1c(-c2ccc3[nH]c(C)c(C)c3c2)n[nH]c1=S,5.8%,5%,-1%,-13%
NC(=O)CN1C(=O)C2C3C=CC(C3)C2C1=O (stereo unspecified),-0.2%,-6%,-10%,5%
CCC(NC(=O)c1ccccc1NC(=O)c1ccco1)C(=O)NC1CCCCC1 (stereo unspecified),0.2%,0%,6%,-10%
CCC(=O)N1c2ccccc2CC1C(=O)NCCc1ccc(OC)c(OC)c1 (stereo unspecified),-0.8%,-21%,3%,-11%[10.9 µM]
O=C(Nc1ccccc1)c1cccc2c(=O)c3c([nH]c12)CCCC3,0.4%,-3%,-7%,-6%[10.9 µM]

# Results in p53ts 32C tox (2 entries from above):
structure | p53ts 32C tox
COc1cccc(C2CC(c3cccs3)Nc3ncnn32)c1 (stereo unspecified) | -4%
CCc1ccc(OCC(=O)N(C)CCC#N)c(Br)c1 | -6%

# Reformatted with two lines to a compound: 4 of the compounds above.
# Under each structure: IkB signaling | p53ts 39C kill | p53ts 32C tox | Imprint erasure
- CCc1cccc(C)c1NC(=O)c1cc2ccccc2o1
    2.4% | -13% | 8% | -10%[10.9 µM]
- CCCCN(C)C(=O)c1ccc2c(c1)N(Cc1ccc(F)cc1)C(=O)c1ccccc1S2(=O)=O
    0.7% | 3% | 12% | -10%[10.9 µM]
- COc1ccccc1CC(=O)Nc1ccc(OC)c(OC)c1
    3.1% | -5% | 0% | -12%
- CCCc1nc2ccccc2c(=O)n1/N=C/c1ccc(O)cc1
    3.5% | -7% | 12% | -13%

# Four of the compounds above, bar-delimited:
molecule | IkB signaling | p53ts 39C kill | p53ts 32C tox | Imprint erasure
Cc1nn(Cc2c(Cl)cccc2Cl)c(C)c1N | · | 4% | -1% | ·
C[C@H](O)CO[C@H]1[C@H]2O[C@H]3[C@H](O)[C@@H](O)[C@@H](O[C@H]4[C@H](O)[C@@H](O)[C@@H](O[C@H]5[C@H](O)[C@@H](O)[C@@H](O[C@H]6[C@H](O)[C@@H](OC[C@H](C)O)[C@@H](O[C@H]7[C@H](O)[C@@H](OC[C@H](C)O)[C@@H](O[C@H]8[C@H](O)[C@@H](O)[C@@H](O[C@@H]([C@@H]1O)[C@@H](CO)O2)O[C@@H]8CO)O[C@@H]7CO)O[C@@H]6CO)O[C@@H]5CO)O[C@@H]4CO)O[C@@H]3CO | -0.1% | -2% | -3% | -1%
COc1cccc(C2CC(c3cccs3)Nc3ncnn32)c1 (stereo unspecified) | 1.2% | -1% | -4% | -20%
CCc1ccc(OCC(=O)N(C)CCC#N)c(Br)c1 | -0.1% | 3% | -6% | -2%

# The list goes on:
SMILES,IkB signaling,p53ts 39C kill,p53ts 32C tox,Imprint erasure
Cc1c(=O)n(OCc2ccccn2)c2ccccc2[n+]1[O-],-0.6%,-1%,2%,-12%
CCCCOc1ccc(C(=O)Nc2cccc(-c3nc4cccnc4s3)c2)cc1,0.0%,-2%,3%,-8%[10.9 µM]
C[N+](C)(C)CCN[N@@+]1(C)CCCc2ccccc21,-0.2%[11.4 µM],9%[9.22 µM],1%[9.22 µM],1%[10.9 µM]
Cc1nn(CC(=O)N2CCN(c3cccc(Cl)c3)CC2)c(=O)c2c1sc1ccccc12,?,-12%,10%,-12%[10.9 µM]
CCOC(=O)c1scc(-c2ccc(C)cc2)c1S(=O)(=O)Nc1cc(C)ccc1C,0.7%,6%,-1%,-22%[10.9 µM]
O=C(NC1CCCCC1)C(c1ccco1)N(Cc1cccs1)C(=O)Cn1nnc2ccccc21 (stereo unspecified),1.7%,-9%,3%,-16%
COc1ccc(OC)c(CCNC(=O)c2cnn(-c3ccc(C)cc3C)c2C2CCN(C(=O)OC(C)(C)C)CC2)c1,?,5%,3%,-11%[10.9 µM]
CN1CCN(CCCNC(=O)c2cc3c(-c4ccc(Cl)cc4)nn(C)c3s2)CC1,24%,?,-4%,-29%
O=C(COc1ccc(Cl)cc1)NCc1nnc(SCC(=O)N2CCCCC2)o1,1.0%,6%,9%,4%
CCOc1ccc(Cn2c(=O)oc3ccc(C)cc32)cc1OC,5.5%,-10%,-10%,·
CCCCn1c(=NC(C)=O)c(C#N)cc2c(=O)n3cccc(C)c3nc21,·,10%,12%,·
CCc1cccc(NC(=O)CCS(=O)(=O)c2cccc3nonc23)c1,0.2%,-12%,0%,-11%
c1nc(NCCN2CCOCC2)c2sc3nc(N4CCOCC4)c4c(c3c2n1)CCC4,-1.6%,11%,-5%,-8%
O=C(C1CCCN(Cc2ccncc2)C1)N1CCc2ccccc2C1 (stereo unspecified),-0.1%,4%,-14%,-7%
O=C(O)CCCCCNC(=O)c1ccncc1,-0.9%,-1%,-12%,6%
c1ccc(Cn2ncc3c(NCc4ccco4)ncnc32)cc1,-1.0%,0%,8%,-9%
O=C(CN(Cc1ccccc1F)S(=O)(=O)c1ccc(Cl)cc1)NCCCO,3.8%,5%,2%,-9%
O=C1CN(C(=O)COc2ccc(Cl)cc2Cl)C(c2ccccc2)c2cc(F)ccc2N1 (stereo unspecified),?,-19%,14%,-7%[10.9 µM]
O=C(C1CCN(S(=O)(=O)c2ccc(Br)s2)CC1)N1CCN(c2ccccc2)CC1,6.5%,-6%,9%,-1%[10.9 µM]
COc1cc(/C=C/c2ccccc2)oc(=O)c1,13%,?,-23%[1.84 µM],14%
O=C1CN(C(=O)c2ccc(S(=O)(=O)N3CCCCC3)cc2)C(c2ccc(F)cc2)c2cc(F)ccc2N1 (stereo unspecified),3.6%,-5%,15%,-3%[10.9 µM]
COc1ccc(CCNC(=O)CSc2nc3c(c(=O)n(C)c(=O)n3C)n2C)cc1OC,·,6%,1%,·
Cc1ccc2c(c1)cc(CN(Cc1ccccc1)C(=O)N(C)C)c1nnnn12,-0.6%,9%,-7%,4%
Cc1cc(NC(=O)CCC(=O)N(c2ccccc2)C(C(=O)NCC2CCCO2)c2cccnc2)no1 (stereo unspecified),0.7%,-7%,3%,11%
NC(CC(=O)O)c1cccc(OCc2ccccc2)c1 (stereo unspecified),0.0%,-2%,2%,-5%

# Continued.
SMILES,IkB signaling,p53ts 39C kill,p53ts 32C tox,Imprint erasure
CC[C@@]12CCCN3CCc4c(n(c5ccccc45)C(=O)C1)[C@H]32,2.9%[11.4 µM],-1%[9.22 µM],2%[9.22 µM],-19%[10.9 µM]
COc1ccc(N)c(OC)c1,2.8%,5%,10%[1.84 µM],-5%
CC(CC(=O)O)NCC1COc2ccccc2O1 (stereo unspecified),-0.6%,-3%,4%,-3%
COCCCn1c(SCc2ccccc2F)nc2c(sc3ccccc32)c1=O,-1.5%,-19%,3%,-11%[10.9 µM]
COc1ccc(CN/C(C)=C(/C#N)C(N)=O)cc1OC,-3.4%,-2%,4%,7%
CCOc1ccc(-c2cc(CCCC(=O)NCCc3cc(OC)c(OC)c(OC)c3)no2)cc1,?,-17%,-5%,-19%[10.9 µM]
Cc1cc(C)cc(NC(=O)N2CCC(NC(=O)c3ccccc3C)CC2)c1,·,20%,12%,·
COc1cccc(N2CCN(C(=O)C3CCCN(S(=O)(=O)c4ccc(Br)s4)C3)CC2)c1 (stereo unspecified),?,-21%,-2%,-14%[10.9 µM]
Cc1c(C(=O)NCc2ccccc2)oc2ccc(S(=O)(=O)N3CCC4(CC3)OCCO4)cc12,?,0%,-9%,-18%
Cc1occc1C(=O)N1CCCc2ccccc21,-1.4%,-4%,1%,6%
COc1cc(C(O)c2nc3ccccc3n2C)cc(OC)c1OC (stereo unspecified),1.3%,3%,-5%,-12%
Cc1cccc(NC(=O)Cn2c([N+](=O)[O-])cnc2C)c1C,·,23%,11%,·
Cc1ccc(Cl)cc1NC(=O)c1ccc(NC(=O)N2CCSc3ncccc32)cc1,?,-21%,5%,-4%[10.9 µM]
Cc1cccc(OCCOCCN2CCOCC2)c1C,1.5%,13%,-1%,-11%
O=C1CC(c2ccc(Cl)c(Cl)c2)CC(O)=C1C=NCCN1CCNCC1 (stereo unspecified),1.3%,28%,12%,-9%
CCOc1cc2[nH]c(=S)n(CCCN3CCOCC3)c(=O)c2cc1OCC,0.8%,3%,-2%,-1%
CC(CNC(=O)CN1C(=O)COc2ccc(S(=O)(=O)N3CCCCCC3)cc21)c1ccccc1 (stereo unspecified),0.8%,-14%,9%,11%[10.9 µM]
CC1(C)Cc2c(c(=S)nc(-c3ccccc3)n2CCO)CO1,1.7%,-1%,1%,0%
COc1ccccc1C(=O)Oc1c(Sc2ccccc2)c(C)nn1C(C)(C)C,?,?,?,-1%[10.9 µM]
C[C@H](CCC(=O)O)[C@H]1CC[C@]2(C)[C@@H]3C(=O)C[C@H]4C(C)(C)[C@@H](O)CC[C@]4(C)[C@H]3C(=O)C[C@@]12C,0.4%[11.4 µM],10%[9.22 µM],7%[9.22 µM],-4%[10.9 µM]
CCOc1ccccc1C1CC(=O)NC2=C1C(=O)CCC2 (stereo unspecified),0.3%,-3%,8%,-16%
COC(=O)CSc1nnc(CNC(=O)Cc2ccccc2)n1-c1ccccc1OC,?,-5%,0%,-6%

# Shown with values under each structure: entries from further up.
# Every second line gives: IkB signaling	p53ts 39C kill	p53ts 32C tox	Imprint erasure
- COc1cccc(C2CC(c3cccs3)Nc3ncnn32)c1 (stereo unspecified)
  1.2%	-1%	-4%	-20%
- CN1CCN(CCCNC(=O)c2cc3c(-c4ccc(Cl)cc4)nn(C)c3s2)CC1
  24%	?	-4%	-29%
